Screening results (PubChem BioAssay)
RmlCD inh 1536: M. tuberculosis RmlC/RmlD coupled enzyme inhibitors, primary screen, biochemical, compound mixtures, 384-well, from 1536-well plates; dTDP-4-dehydrorhamnose reductase (Mycobacterium tuberculosis (strain ATCC 25618 / H37Rv)) …; inhibition, % at 3.6 µM; 160,000 compounds, 0.03% hits; AID 1533, 2009; RmlC+RmlD coupled enzyme assay, percent inhibition; primary screen in compound mixtures; in the data active = inhibition mostly above about 34%, no sharp cut-off; note: some results filed as inactive read as strong as hits
Target sequence (P9WH09 whole entry, looked up): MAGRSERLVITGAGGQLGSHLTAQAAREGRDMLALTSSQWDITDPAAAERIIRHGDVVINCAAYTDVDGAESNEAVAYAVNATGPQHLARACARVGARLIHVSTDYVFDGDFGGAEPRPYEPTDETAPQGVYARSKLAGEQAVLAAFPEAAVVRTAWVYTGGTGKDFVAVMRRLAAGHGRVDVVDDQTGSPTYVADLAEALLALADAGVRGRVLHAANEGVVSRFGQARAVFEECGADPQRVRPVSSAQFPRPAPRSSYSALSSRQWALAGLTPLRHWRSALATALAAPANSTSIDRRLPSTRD
Target sequence (P9WH11 whole entry, looked up): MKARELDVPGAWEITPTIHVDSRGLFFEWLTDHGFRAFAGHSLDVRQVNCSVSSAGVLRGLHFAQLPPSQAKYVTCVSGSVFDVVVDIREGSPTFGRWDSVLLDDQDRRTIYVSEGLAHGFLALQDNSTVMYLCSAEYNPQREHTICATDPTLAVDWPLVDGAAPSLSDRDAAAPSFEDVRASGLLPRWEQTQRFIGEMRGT
GlmU inhibition: inhibition of mycobacterial GlmU enzyme – biochemical, glucosamine-1-phosphate acetyltransferase (AID 1376); Bifunctional protein GlmU (Mycobacterium tuberculosis (strain ATCC 25618 / H37Rv)); M. tuberculosis GlmU acetyltransferase enzyme assay; higher % means a stronger effect; inhibition, %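 (tested at 30 µM in the primary screen)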; hits with a dose series show IC50 in µM; 220,000 compounds, 0.25% hits; in the data active = inhibition above about 13%;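 note: 0% = complete reaction with vehicle and 100% = reaction without substrate; strong numbers were not always called active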
* hit, by the source's call; / = not tested or not shown. Not all compounds are listed; rates above refer to the full screens.

SMILES	RmlCD inh 1536	GlmU inhibition
CCOc1ccc(Oc2nc(Nc3ccc(C)cc3)nc(N(C)C)n2)nn1	0	2.6%
CC(Sc1nnc(N)s1)c1ccccc1Cl (stereo unspecified)	6	7.9%
COc1ccc(OC)c(NS(=O)(=O)c2ccc(Br)s2)c1	3	-1.1%
CC(/C=N/O)Cc1ccc2c(c1)OCO2 (stereo unspecified)	/	3.0%
Cc1ccc(NC(=O)CS(=O)(=O)c2c[nH]c3ccccc23)c(C)c1	-14	4.1%
CC(=O)n1cc([C@@H]2C=C(C(=O)Nc3ccccc3)O[C@H](OCc3ccc(CO)cc3)C2)c2ccccc21	/	2.6%
CCCS(=O)(=O)N1CCCC(C(=O)NCCCN(C)c2ccccc2)C1 (stereo unspecified)	-6	4.0%
O=C(N/N=C/C1=Cc2ccccc2OC1)c1ccncc1	7	-1.2%
O=C(CSc1nnc(CNC(=O)c2cccs2)o1)Nc1ccccc1	3	/
Cc1ccc2c3c([nH]c2c1C)-c1nonc1CC3	/	2.3%
O=C(NCCCN1CCCC1)C1CCC(=O)N1C1CCCCC1 (stereo unspecified)	/	-4.6%
OC(COc1ccccc1)CN1CCCC1 (stereo unspecified)	-10	0.3%
[O-][N+]12CCN(CC1)c1ccccc12	7	-4.1%
CCOC(=O)Cn1cnc2sc3c(c2c1=O)CCC3	0	2.5%
O=C(c1c(F)cccc1F)N1CCN(c2ccccc2F)CC1	/	5.4%
O=C(O)COc1ccccc1/C=N/NC(=O)c1ccc(F)cc1	2	-5.1%
CC(C)(C)c1cc(C(=O)N/N=C/c2ccccn2)n[nH]1	8	-2.2%
O=C(/C=C/c1ccc([N+](=O)[O-])cc1)NCCOc1ccc(F)cc1	14	-0.7%
O=C(Cc1ccccc1)N[C@H](c1ccccc1)P(=O)(O)CO	/	0.8%
Cc1ccc(Nc2nc(-c3ccncc3)nc3ccccc23)cc1	4	-4.9%
CN(C)S(=O)(=O)N1CCN(C(=O)N2CCCCC2)CC1	/	3.4%
O=C(O)CC(Cc1ccccc1)C(=O)NCC12CC3CC(CC(C3)C1)C2 (stereo unspecified)	-11	1.7%
O=C(NN1CCOCC1)c1ccc(Br)s1	16	0.2%
CC(C)CCNC(=O)c1c(CSc2ccc(Cl)cc2)noc1C(=O)NCc1ccccc1	/	-0.6%
CCCN(CCC)S(=O)(=O)c1ccc2c(c1)CCCN2C(C)=O	9	-2.5%
O=C(NC(=S)Nc1ncc(Br)cc1Br)c1cncc(Br)c1	9	-11%
O=C(NNS(=O)(=O)c1ccc(C(F)(F)F)cc1)c1cnn(-c2ccccc2)c1C(F)(F)F	6	1.8%
CC(=O)N1CCN(c2ccc(S(=O)(=O)N3CCCCC3)cn2)CC1	6	5.1%
CCC(=NCc1ccco1)c1c(O)n(-c2ccc(Cl)cc2)c(=O)[nH]c1=O	13	-2.4%
CCCN1C(=S)SC(C)(C)C1/[N+]([O-])=C/c1cccnc1 (stereo unspecified)	/	5.1%
CCn1c(CNC(=O)c2ccco2)nnc1SCC(=O)Nc1cc(C)c(C)cc1Br	8	0.3%
Cc1ccc(CN2CCCC(CO)(Cc3ccccc3C)C2)s1 (stereo unspecified)	/	-5.0%
CCOC(=O)/C(=C\c1ccccc1)NC(=O)c1ccccc1	-13	8.0%
COc1ccc(OC)c(NC(=O)CSc2nnc(CCCO)n2-c2ccccc2)c1	/	-8.3%
CCOc1ccc(OC(=O)NC(c2ccccc2)C(Cl)(Cl)Cl)cc1 (stereo unspecified)	/	0.3%
Nn1cnc2c([nH]c3ccccc32)c1=O	9	3.6%
CC(OC(=O)c1ccccc1N1C(=O)C2C3CCC(C3)C2C1=O)C(=O)c1ccccc1 (stereo unspecified)	/	-0.2%
COc1cc(C2CC(C(F)(F)F)n3ncc(C(=O)O)c3N2)cc(OC)c1OC (stereo unspecified)	/	-0.4%
CCn1nc(C(=O)OCC(=O)N2CCc3ccccc32)c2ccccc2c1=O	-9	0.9%
Cc1[nH]n(-c2ccccc2)c(=O)c1/C=N/Nc1nncc(-c2ccccc2)n1	/	-0.6%
O=C(CSc1ncccc1-c1nc2ccccc2[nH]1)N1CCN(c2ccccc2F)CC1	19	5.9%
O=C(Nc1ccccc1)N1CCN(C2c3ccccc3-c3ccccc32)CC1	-8	-0.6%
O=C(CN1CCc2ccccc21)NCc1ccc2c(c1)OCO2	10	4.7%
CCC(C)NC(=O)c1c(C)cc(=O)oc1C (stereo unspecified)	5	-0.1%
Cc1cc(C)cc(NC(=O)C2CCCN2C(=O)Oc2ccccc2)c1 (stereo unspecified)	/	-4.8%
Cc1sc(NC(=O)C2CCCCC2C(=O)O)c(C(N)=O)c1-c1ccccc1 (stereo unspecified)	0	2.7%
COCCNC(=S)N(Cc1cccnc1)Cc1ccc(OC)c(OC)c1	/	-3.1%
N#Cc1cc2cc3ccccc3nc2n2c(=O)c3ccccc3nc12	4	-2.4%
CC(C)(C)NC(=O)Cn1cnc([N+](=O)[O-])n1	-7	0.1%
COc1cc(/C=C/C(=O)O)cc(S(=O)(=O)Nc2ccc3nc(C)sc3c2)c1OC	/	-2.6%
Cc1cc(C)c(S(=O)(=O)Nc2nnc(C)s2)c(C)c1	/	-1.5%
O=c1[nH]c(CN2CCNCC2)nc2ccccc12	-8	3.5%
COC(=O)C1=C(c2ccc(S(C)(=O)=O)cc2)C[C@@H]2CC[C@H]1N2C(=O)NCc1cccc2ccccc12	/	6.5%
CCC1C(O)=C(c2ccccn2)C(=N)N1c1ccccc1 (stereo unspecified)	/	3.9%
Cn1c(SCC(=O)c2ccc3c(c2)Cc2ccccc2-3)nnc1-c1ccccc1	/	-1.3%
Cn1nnnc1NCc1ccc(Cl)c(Cl)c1	6	-4.7%
CCOc1cc(CNCCN2CCOCC2)ccc1OCc1ccccc1Cl	6	-1.1%
COc1ccc(C(=O)n2nnc3ccccc32)cc1OC	/	3.8%
COc1ccccc1OC(C)C(=O)O (stereo unspecified)	/	2.2%
C/C(=N\NC(=O)CCC(=O)Nc1ccccc1)c1cccs1	-6	-2.8%
(next part)
SMILES	RmlCD inh 1536	GlmU inhibition
CN(C)S(=O)(=O)c1ccc(C(=O)N2CCC(c3nc4ccccc4o3)CC2)cc1	/	1.9%
O=C(O)C1CCN(C(=O)Cc2ccccc2)CC1	-3	2.5%
O=c1cc2c(nn1Cc1ccc(F)cc1)-c1ccccc1CC2	/	-4.4%
Cn1c(=O)c2c(nc(SCC(=O)N3c4ccccc4CCc4ccccc43)n2C)n(C)c1=O	/	0.1%
CC(NC(=O)c1ccccc1Br)c1ccc2c(c1)CCCC2 (stereo unspecified)	0	-3.0%
COc1cc(N/N=C(\C)c2ccc(O)c(C)c2)nc(-c2ccccc2)n1	-3	5.6%
Cc1cccc(N2CCN(C(=O)C(Cc3ccccc3)n3cccc3)CC2)c1C (stereo unspecified)	5	-6.4%
Clc1ccc(C[n+]2cc(-c3ccc(Cl)cc3)n3c2CCC3)cc1	4	-3.9%
Cc1ccc2c(C)[nH]c(=O)cc2c1	/	0.9%
OCCNc1nc2ccc(Cl)cc2[nH]1	/	4.2%
COc1ccccc1N1CCN(CC(O)COc2ccc3c(C)cc(=O)oc3c2)CC1 (stereo unspecified)	/	-2.0%
Cc1ccc(C)n1NC(=O)c1ccco1	-9	-0.1%
CC(C)OC1(c2ccccc2)OC(=O)c2ccccc21 (stereo unspecified)	/	-4.1%
C(=C\c1cc(/C=C/c2ccccc2)ncn1)/c1ccccc1	/	1.2%
O=C(CCc1ccccc1)NNC(=O)Nc1ccccc1	/	1.9%
O=C(CC(=O)N/N=C/c1ccc(Cl)cc1Cl)NCc1ccccc1	-15	0.1%
COc1ccc(NC(=O)C2CCC(=O)N2S(=O)(=O)c2ccc(C)cc2)c(OC)c1 (stereo unspecified)	6	3.9%
COc1ccc(CNC(=O)COC(=O)CCc2nc3ccccc3c(=O)[nH]2)cc1	-4	1.9%
Cc1ccc(-n2cc(CN3CCN(C(=O)c4ncn[nH]4)CC3)c(-c3ccc(F)cc3)n2)cc1	/	-2.6%
Cn1c(O)c(N=Nc2nc(-c3ccccc3)cs2)c2ccccc21	0	3.5%
Cc1cc(C)c(Cn2c(=O)n(CCCC(=O)NCc3ccco3)c(=O)c3ccccc32)c(C)c1	/	-3.8%
O=C(C1CCC1)N1CCN(Cc2ccccc2)CC1	5	4.0%
CN(C(=O)c1coc(=O)c2ccccc12)c1ccc(F)cc1	-8	/
CCOC(=O)c1ccc(NC(=O)CC2C(=O)N(c3ccccc3)C(=O)N2CCCOC)cc1 (stereo unspecified)	/	0.5%
CC1CCc2onc(C(=O)NCc3ccco3)c2C1 (stereo unspecified)	-8	1.4%
COc1cccc(CN2C(=O)[C@H]3Cc4c([nH]c5ccccc45)C(C)(C)N3C2=O)c1	/	1.1%
O=C(Nc1ccn(-c2ccccc2)n1)c1ccc(S(=O)(=O)N2CCCCCC2)cc1	-1	9.8%
CC(C)C[C@H](NC(=O)c1[nH]cnc1C(=O)N[C@@H](C)C(=O)OC(C)(C)C)C(=O)OCc1ccccc1	/	-1.4%
Cc1ccc(Cl)cc1N1CCN(C(=O)C2CCN(S(=O)(=O)c3c(C)nn(C)c3C)CC2)CC1	10	/
O=C(NCc1ccccc1)C(c1ccc(O)cc1)N(C(=O)Cn1nnc(-c2cccs2)n1)c1ccc2c(c1)OCCO2 (stereo unspecified)	/	-1.7%
Nc1nsnc1C(=O)NCCO	/	-1.4%
COc1ccc(C(=O)Cn2c(Br)nc3c2c(=O)n(C)c(=O)n3C)cc1OC	-4	0.2%
COc1cc2c(C(=O)N3CCN(C4CCCCC4)CC3)cn(CC(C)C)c(=O)c2cc1OC	/	1.8%
Cn1cc([N+](=O)[O-])c(C(=O)Nc2ccc3c(c2)OCCO3)n1	1	-2.6%
CCOc1ccc(CNc2ccc3c(c2)ncn3C)cc1	-4	/
CCOC(=O)/C(C#N)=C/c1ccc(OC(=O)c2ccccn2)cc1	-23	3.0%
COc1ccc(S(=O)(=O)N2CCN(C(=O)NCc3ccccc3)CC2)cc1	11	0.5%
COCC(=O)Nc1cc([N+](=O)[O-])ccc1C	/	-2.8%
COc1ccc(NC(=O)OC(C)C)cc1	22	2.9%
CCc1nc2ccccc2c(C(=O)OCC(=O)Nc2cccc(S(=O)(=O)NC3=NCCCCC3)c2)c1C	10	-1.0%
CC(=O)N1CCC(N(CCN2CCOCC2)C(=S)Nc2cc(C)cc(C)c2)CC1	-5	1.6%
O=C(N/N=C/c1c(Cl)cccc1Cl)c1cccc(F)c1	0	1.9%
Cc1cc(O)c(C(C)C)cc1N=Nc1ccccc1C(=O)O	-14	4.9%
Cc1occc1-c1nnc(SCc2nc3ccccc3c(=O)n2CC#N)n1C	2	9.7%
CC(=O)Nc1ccc(N=Nc2c(C)[nH]n(C(N)=S)c2=O)cc1	7	-2.2%

2 entries from above, in markdown.
| canonical_smiles | RmlCD inh 1536 | GlmU inhibition |
| --- | --- | --- |
| CCOc1ccc(CNc2ccc3c(c2)ncn3C)cc1 | -4 | / |
| CCOC(=O)/C(C#N)=C/c1ccc(OC(=O)c2ccccn2)cc1 | -23 | 3.0% |

A portion from the list above:
SMILES	RmlCD inh 1536	GlmU inhibition
Cc1ccc(Cl)cc1N1CCN(C(=O)C2CCN(S(=O)(=O)c3c(C)nn(C)c3C)CC2)CC1	10	/
O=C(NCc1ccccc1)C(c1ccc(O)cc1)N(C(=O)Cn1nnc(-c2cccs2)n1)c1ccc2c(c1)OCCO2 (stereo unspecified)	/	-1.7%
Nc1nsnc1C(=O)NCCO	/	-1.4%
COc1ccc(C(=O)Cn2c(Br)nc3c2c(=O)n(C)c(=O)n3C)cc1OC	-4	0.2%
COc1cc2c(C(=O)N3CCN(C4CCCCC4)CC3)cn(CC(C)C)c(=O)c2cc1OC	/	1.8%
Cn1cc([N+](=O)[O-])c(C(=O)Nc2ccc3c(c2)OCCO3)n1	1	-2.6%
CCOc1ccc(CNc2ccc3c(c2)ncn3C)cc1	-4	/
CCOC(=O)/C(C#N)=C/c1ccc(OC(=O)c2ccccn2)cc1	-23	3.0%
COc1ccc(S(=O)(=O)N2CCN(C(=O)NCc3ccccc3)CC2)cc1	11	0.5%
COCC(=O)Nc1cc([N+](=O)[O-])ccc1C	/	-2.8%
COc1ccc(NC(=O)OC(C)C)cc1	22	2.9%
CCc1nc2ccccc2c(C(=O)OCC(=O)Nc2cccc(S(=O)(=O)NC3=NCCCCC3)c2)c1C	10	-1.0%
CC(=O)N1CCC(N(CCN2CCOCC2)C(=S)Nc2cc(C)cc(C)c2)CC1	-5	1.6%
O=C(N/N=C/c1c(Cl)cccc1Cl)c1cccc(F)c1	0	1.9%
Cc1cc(O)c(C(C)C)cc1N=Nc1ccccc1C(=O)O	-14	4.9%
Cc1occc1-c1nnc(SCc2nc3ccccc3c(=O)n2CC#N)n1C	2	9.7%
CC(=O)Nc1ccc(N=Nc2c(C)[nH]n(C(N)=S)c2=O)cc1	7	-2.2%

Continuation:
SMILES	RmlCD inh 1536	GlmU inhibition
O=C(/C=C/c1ccc(S(=O)(=O)N2CCOCC2)cc1)NC(=S)Nc1ccc(Cl)cc1Cl	-9	-8.7%
CC(C)(C)NCC(=O)c1c[nH]c2ccccc12	-8	/
COc1ccc(OC)c(C(=O)COC(=O)c2cc(C)oc2C)c1	5	8.0%
CCn1c(CCNC(=O)c2ccc(Cl)cc2)n[nH]c1=S	/	0.8%
CCCC1CC(CSc2ncn[nH]2)OC1=O (stereo unspecified)	/	0.6%
CC1(C)C2CCC1(C)C(OCCNCCOC(=O)Nc1ccccc1)C2 (stereo unspecified)	10	-0.6%
